Screening data deposited in PubChem BioAssay by several laboratories.
KOR beta-arrestin-1 = KOR antagonists, beta-arrestin recruitment, cell-based, luminescence, uHTS (AID 1778) | hit rate 0.091% among 290,000 | KOR beta-arrestin recruitment, luminescence, antagonist mode; higher % means a stronger effect | inhibition, % at 10 µM, or IC50 in µM where a hit was titrated; note: strong numbers were not always called active
HEK293 NOD2/NF-kB = inhibition of NOD2-driven NF-kB reporter – cell-based, luminescence, uHTS, HEK293 (AID 1566); HEK293 NOD2/NF-kB luciferase reporter, luminescence; higher % means a stronger effect; inhibition, % at 4 µM, or EC50 in µM where a hit was titrated; hit rate 0.63% among 290,000; note: many of its hits are not listed in these tables
Salmonella PhoP GFP = inhibitors of PhoP regulon expression, primary screen, Salmonella Typhimurium, GFP reporter (AID 1863); S. Typhimurium PhoP-regulated promoter GFP reporter, 4 h; higher % means a stronger effect; inhibition, % at 50 µM, or IC50 in µM where a hit was titrated; hit rate 0.16% among 300,000;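 active = inhibition over 29.93%, a cutoff 3 SD above the screen mean, later confirmed by dose response; inconclusive = inhibition over 29.93% but no dose response follow-up; inactive = inhibition at most 29.93% or unconfirmed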;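 note: 0% = low Mg2+ inducing control and 100% = high Mg2+ repressing control; strong numbers were not always called active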
HIV fusion peptide = inhibitors of HIV fusion peptide binding, primary screen, biochemical, uHTS, fluorescence dequenching (AID 1986); cell-free peptide binding, fluorescence dequenching, 30 min; higher % means a stronger effect; inhibition, % at 20 µM; hits with a dose series show IC50 in µM; hit rate 0.3% among 290,000; in the data active = inhibition mostly above about 52%, no sharp cut-off; inactive = mostly below about 76%; note: some results filed as inactive read as strong as hits
KOR beta-arrestin-2 = kappa opioid receptor activators – cell-based, luminescence, uHTS, primary screen (AID 1777) | hit rate 0.02% among 280,000 | activation, % at 10 µM; hits with a dose series show EC50 in µM | KOR beta-arrestin recruitment, luminescence; higher % means a stronger effect; in the data active = activation above about 50%, passing the limit was not always enough; note: a part of the inactive calls stands beside numbers as strong as those of hits
NOD1 inhibition = inhibition of NOD1-driven NF-kB reporter – cell-based, luminescence, uHTS, primary screen (AID 1578); NOD1-driven NF-kB luciferase reporter cells, luminescence; higher % means a stronger effect; hit rate 1% among 290,000; inhibition, % at 4 µM, or EC50 in µM where a hit was titrated; in the data active = inhibition mostly above about 36%, no sharp cut-off; inactive = mostly below about 34%;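 note: HEK-293T reporter cells stimulated with the NOD1 agonist gamma-tri-DAP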
Myeloid diff MLP = promotes myeloid progenitor differentiation. ER-HoxA9 myeloid progenitors, lysozyme-GFP differentiation, flow cytometry. calls only at 10 µM. hit rate 1% among 360,000. AID 624256;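 active = normalized GFP-positive differentiation at or above the plate's own cutoff, the solvent-only control mean plus 3 SD; inconclusive = no clear call, values can overlap the other calls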;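 note: cells exposed to compound for four days before flow analysis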
Siah-1 displacement = blockers of Siah-1 interaction with plectin peptide – biochemical, fluorescence polarization, rhodamine-plectin, uHTS, primary screen (AID 1817); Siah-1 / rhodamine-plectin peptide fluorescence polarization; higher % means a stronger effect; one-dose displacement, % at 20 µM; IC50 in µM for titrated hits; hit rate 0.02% among 290,000;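 active = displacement of at least 50% at 20 µM, with a fluorescence ratio check between 0.3 and a set limit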;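 note: plate controls were Siah plus tracer with DMSO for no effect and tracer alone without Siah for full effect; strong numbers were not always called active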
LYP phosphatase = inhibitors of LYP phosphatase, biochemical, fluorescence intensity, uHTS (AID 1779); recombinant LYP phosphatase, fluorescence intensity; higher % means a stronger effect; inhibition, % at 11.5 µM; hits with a dose series show IC50 in µM; hit rate 0.054% among 290,000;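 note: plate controls were vehicle with enzyme for no effect and no enzyme for full effect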
Myeloid diff MLP GFP+ MAC1+ % = further read-out of Myeloid diff MLP, marked with its call; GFP+ MAC1+ double positive, %; measured here: differentiation confirmed by MAC1 staining
* = called active by the depositor; i = inactive; u = inconclusive; x = not tested or not shown; + = active, no number; [ ] = dose if it differs, or a comment. Cut-off read from the data, not from the text of the source, unless noted: active = inhibition above about 50%; inactive = the rest. An excerpt; the hit share may differ from the screen's.

Every second line gives: HIV fusion peptide | Myeloid diff MLP | Siah-1 displacement | Salmonella PhoP GFP | KOR beta-arrestin-1 | Myeloid diff MLP GFP+ MAC1+ % | KOR beta-arrestin-2 | NOD1 inhibition | LYP phosphatase | HEK293 NOD2/NF-kB
CC(C)Cc1cc(C(=O)N2CCC(N3CCC(C(=O)N4CCCC4)CC3)CC2)n[nH]1
    3.1% | i | -4% | -9% | -6% | 0.7 | -0.7% | -34% | -8% | 8%
Cc1cc(NC(=O)C2C3C(=O)N(Cc4ccc(Cl)cc4)C(C(=O)NCc4ccccc4)C34C=CC2(C)O4)no1 (stereo not drawn)
    -0.7% | i | -3% | 8% | 16% | 1.4 | -2.7% | -11% | -12% | 22%
COC(=O)c1ccc(Cn2cc(C(F)(F)F)ccc2=O)cc1
    -1.6% | i | 1% | 2% | -23% | 0.0 | 0.3% | -5% | 0% | -13%
CCCCOc1ccc(S(=O)(=O)NNC(=O)c2cc3ccccc3o2)cc1
    -0.3% | i | 3% | -11% | -3% | 0.3 | 0.9% | 52% | -4% | 23%
COc1cc(OC)cc(-n2nnnc2SCC(=O)NC2CCCC2)c1
    0.2% | i | 1% | 1% | -15% | 0.8 | -4.2% | 17% | -8% | 20%
COc1ccc([N+](=O)[O-])cc1/C=N/Nc1nc(N2CCCCC2)nc(N2CCCCC2)n1
    -2.0% | i | 6% | 1% | -6% | 0.2 | 1.5% | -20% | 9% | -3%
C/C(=N\Nc1ccc(C(=O)O)cc1)c1ccc(S(=O)(=O)NCc2ccco2)cc1
    0.7% | i | -2% | 6% | 9% | 0.8 | -0.8% | -15% | -1% | 18%
COCCn1c(=O)[nH]c2cc(C(=O)OC)ccc2c1=O
    3.3% | i | -2% | 8% | 32% | 0.6 | -1.4% | -14% | -12% | 11%
COc1ccccc1CC(=O)Nc1cccc2c1CCCC2
    -2.5% | i | -4% | 5% | 18% | 1.0 | 7.8% | 26% | -3% | 4%
COc1ccc(Br)cc1-c1noc(-c2ccncc2)n1
    0.1% | i | -1% | -2% | -86% | 0.0 | 3.6% | 21% | -3% | -4%
O=C(CCN1CCOCC1)NC1CCCN(Cc2ccccc2F)C1 (stereo not drawn)
    -0.9% | i | -2% | 8% | 17% | 3.3 | -2.9% | -11% | -8% | -2%
N#Cc1c(-c2ccccc2)cc(C2CC2)nc1SCC(=O)O
    7.5% | i | 2% | 5% | 10% | 0.1 | -3.3% | -27% | 2% | 1%
CCNS(=O)(=O)c1ccc(CCC(=O)N2CCc3ccccc3C2)cc1
    -1.9% | i | -8% | 1% | -4%[20 µM] | 1.3 | -5.7% | 21% | -12% | -2%
O=C(CCc1ccccc1)NNC(=O)c1ccccc1C(=O)O
    -0.4% | i | 6% | -5% | 18% | 1.1 | -4.3% | -9% | -11% | 25%
CCc1ccc(N2CC(O)(c3cccs3)[N+]3=C2SCCC3)cc1 (stereo not drawn)
    0.4% | i | 11% | -1% | -12% | 0.6 | -3.4% | -32% | -6% | -16%
CC(C)CN(C(=O)COC(=O)CNC(=O)c1ccc(Cl)cc1)C1CCS(=O)(=O)C1 (stereo not drawn)
    -0.5% | i | -3% | -3% | -13% | 0.3 | -0.5% | -29% | 4% | -26%
CCOC(=O)N1CCN(C(=O)c2ccc(N(Cc3ccc(Cl)cc3)S(C)(=O)=O)cc2)CC1
    0.8% | i | -5% | 1% | -30%[20 µM] | 0.4 | -2.4% | 17% | -15% | 17%
COc1cc(OC)c(OC)cc1/C=C1\Oc2cc(OS(C)(=O)=O)ccc2C1=O
    26% | i | 13% | -10% | 37% | 0.5 | -2.2% | -10% | -2% | 2%
CC1(C)NC(=O)N(CC(O)CNC23CC4CC(CC(C4)C2)C3)C1=O (stereo not drawn)
    1.5% | i | -2% | 16% | 18% | 0.8 | -4.3% | -1% | -13% | 6%
Cc1cc2ccc(C)c(C)c2nc1SCC(=O)c1cccs1
    6.6% | i | -1% | -40% | 25% | 1.1 | -2.6% | -6% | 1% | 13%
COc1cccc(CN(C(=O)Cc2c[nH]c3ccccc23)C(C(=O)NC2CCCCC2)c2cccs2)c1 (stereo not drawn)
    -1.4% | i | -3% | 4% | 2% | 1.8 | -2.4% | 20% | 7% | -50%
CCOC(=O)NCCOC(=O)Nc1ccc(Cl)cc1
    -0.6% | i | -2% | 4% | -24% | 0.2 | -0.3% | -48% | -2% | 3%
CCCN1CCN(C(=O)C(NC(=O)c2ccco2)C(C)C)CC1 (stereo not drawn)
    -0.8% | u | 0% | 1% | -30% | x | -6.3% | -14% | -12% | 2%
c1cc2c(cc1CN1CCN(C3CCCCCC3)CC1)OCO2
    -0.4% | i | 6% | -2% | -3% | 0.6 | -1.2% | -7% | -6% | -38%
CCOc1ccc(OCC)c(Nc2cc(C)nc3ncnn23)c1
    1.2% | i | 3% | -9% | 19% | 3.4 | -1.2% | -39% | 2% | -13%
O=C(OCC(=O)N1CCCC1)c1cc(Br)ccc1Cl
    -0.1% | i | -4% | -7% | -14% | 1.4 | -4.5% | -14% | -2% | 8%
NS(=O)(=O)c1ccc(NC(=S)N2CCN(c3cccc(Cl)c3)CC2)cc1
    -2.0% | i | 0% | 2% | 10% | 0.4 | -2.2% | 4% | 9% | 18%
c1ccc2c(-c3nnc4n3CCCCC4)cc(-c3ccncc3)nc2c1
    -1.2% | i | -2% | 19% | -5% | 0.5 | 2.7% | -12% | -5% | 16%
COc1cc(/C=C2/SC(=S)N(CC3CCCO3)C2=O)ccc1O (stereo not drawn)
    6.4% | i | -14% | -13% | 37% | 1.5 | -10% | -44% | 2% | 6%
CCOC(=O)c1c(C)n(C)c2ccc(OC)c(NC(=O)c3cccs3)c12
    -0.9% | i | 2% | 12% | -10% | 1.1 | 6.3% | -58% | -7% | -4%
CCCCN(CC)CCNC(=O)c1cc2c(=O)n(C)c3ccccc3c2n1C
    -1.6% | i | 1% | -3% | -2% | 3.1 | 1.1% | -31% | -7% | -5%
COC(=O)c1c(NC(=O)C2CC=CCC2C(=O)O)sc(C)c1C (stereo not drawn)
    -1.6% | i | -2% | -6% | -23% | 6.3 | 0.4% | 19% | -6% | 8%
Cc1cccc(OCCOC(=O)c2c(-c3ccccc3)noc2C)c1
    -1.1% | + | 12% | -1% | 0% | 1.9* | -3.4% | -12% | -2% | 4%
OCCNC(=S)c1ccccc1
    -0.1% | i | 0% | -12% | 18% | 0.9 | 1.9% | -13% | -2% | 10%
Cn1cc(/C=C2\SC(=O)NC2=S)c2ccccc21
    140% | i | -4% | -1% | -175%[20 µM] | 0.2 | -6.2% | -8% | 5% | -17%
O=C(CSc1nnc(CNC(=O)c2cccc(C(F)(F)F)c2)o1)NC1CCCCC1
    -2.7% | i | 2% | -5% | -7% | 1.0 | 1.8% | 11% | -12% | 14%
Cc1ccc(NC(=O)CCn2nc([N+](=O)[O-])cc2C)nc1
    -0.8% | i | -2% | 6% | -14% | 0.5 | 0.9% | -43% | -3% | -10%
COc1ccc(NC(=O)CN2C(=O)C(c3ccccc3)=NC23CCCCCC3)cc1OC
    -0.4% | i | -2% | -12% | -19% | 0.9 | 0.3% | 14% | -8% | 4%
Cn1c(SCC(=O)N2CCOCC2)nc2cccnc21
    -2.5% | i | 1% | 0% | 21% | 0.6 | -4.8% | 17% | -5% | 13%
Cc1[nH]nc(Nc2ccc(O)cc2)c1[N+](=O)[O-]
    -1.3% | i | 1% | 5% | 11%[20 µM] | 0.2 | x | -46% | -5% | -2%
Cc1ccc(C(=O)CN(C(=O)c2ccc(Cl)c(Cl)c2)N2C(=O)C3C4C=CC(C4)C3C2=O)cc1 (stereo not drawn)
    0.1% | i | -4% | -9% | -19% | 8.5 | -1.7% | -1% | 9% | 14%
Cc1cc(C)n2ncc(C(=O)NC3CCCCC3)c2n1
    1.0% | i | 7% | 0% | -25%[20 µM] | 0.4 | x | -13% | -6% | 7%
O=C(O)CCCC(=O)Nc1ccc(Cl)cc1
    1.9% | i | 2% | -8% | 1%[20 µM] | 0.7 | x | -26% | 0% | -11%
CCOC(=O)c1cccc(Nc2nc(C)cc(C)n2)c1
    -0.1% | i | 0% | -9% | 31% | 1.0 | 0.2% | -34% | -1% | -7%
CCc1ccc(OCC(=O)O/N=C(\N)c2ccncc2)c(Br)c1
    -0.6% | i | 8% | 2% | -16% | 4.8 | 2.1% | -12% | -3% | -56%
CN(c1ccccc1)S(=O)(=O)c1cccc(NC(=O)CSc2ncc(C(F)(F)F)cc2Cl)c1
    0.2% | i | 0% | -9% | -63% | 0.5 | 1.9% | 44% | -4% | -14%
O=c1[nH]c2cccnc2n1Cc1ccco1
    0.5% | i | -1% | 20% | -62% | 0.5 | 1.1% | 29% | -6% | -1%
Cc1ccc(-n2nnnc2SCC(=O)Nc2nc(-c3ccc(F)cc3)cs2)cc1C
    3.3% | i | 1% | -5% | -40% | 2.3 | -1.2% | -12% | 2% | -17%
O=C(N/N=C/c1ccc2c(c1)OCO2)c1sc2cccc(Cl)c2c1Cl
    3.5% | i | 28% | 10% | -28% | 0.8 | -4.1% | -15% | 8% | 6%
COc1cccc(C(=O)Nc2ccccc2C(=O)NC2CC2)c1
    -0.2% | i | 4% | 2% | 12% | 0.8 | -1.7% | -13% | -9% | 29%
COc1cc(CN(CCN(C)C)Cc2ccccc2)ccc1OCc1ccccc1
    0.9% | i | 4% | 6% | -58%[20 µM] | 0.1 | -8.0% | -25% | -7% | -31%
CC1=C(/C=C/C(C)=N\NC(=O)c2ccncc2)C(C)(C)CCC1
    -0.5% | i | 0% | -3% | 3% | 0.6 | -1.1% | x | -1% | x
N#C/C=C/N1CCN(Cc2ccc3c(c2)OCO3)CC1
    1.1% | i | -1% | -4% | -19% | 0.6 | -1.4% | -4% | -3% | -11%
CN(C)c1cccc(C(=O)OCC(=O)Nc2nccs2)c1
    3.6% | i | -1% | -4% | -7% | 0.5 | 5.8% | -36% | 6% | -8%
Cc1ccccc1C(OCCN(C)C)C1CCCCC1 (stereo not drawn)
    1.3% | i | -1% | -9% | x | 1.1 | 3.6% | -26% | 1% | -5%
Cc1ccc(Cn2c(=N)c(C(=O)NCC3CCCO3)cc3c(=O)n4cccc(C)c4nc32)cc1 (stereo not drawn)
    -2.7% | i | 0% | 5% | -24% | 7.1 | -2.1% | -5% | -46% | 6%
CCN(Cc1ccncc1)C(=O)c1cc(COc2ccc(OC)cc2Cl)on1
    -1.5% | i | 1% | -5% | -2% | 0.5 | 6.0% | -52% | -9% | -23%
O=C(NNC(=O)c1ccccc1-c1ccccc1C(=O)O)c1ccccc1
    -1.3% | i | 15% | -6% | -18%[20 µM] | 0.1 | x | -11% | -8% | -8%
N#C/C(=C\c1ccc(OCc2ccc(C(=O)O)cc2)cc1)C(=O)N1CCOCC1
    20% | i | 6% | -2% | -9% | 0.2 | -2.6% | -20% | -1% | 7%
